USP2a inh – USP2a (human) protease inhibition; O75604; USP2 core, Ub-CHOP2 coupled fluorogenic reporter, 485/531; Potency, µM (doses to about 38.3 µM), without a hit: at the highest dose activity change, negative = inhibition, usual class: inhibitors; 0.01% of 330,000 active;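 also: potency is read from the fitted curve at half-maximal effect; plate controls were DMSO wells for no effect and full inhibition by NEM control for full effect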
Target sequence (O75604 whole entry, looked up): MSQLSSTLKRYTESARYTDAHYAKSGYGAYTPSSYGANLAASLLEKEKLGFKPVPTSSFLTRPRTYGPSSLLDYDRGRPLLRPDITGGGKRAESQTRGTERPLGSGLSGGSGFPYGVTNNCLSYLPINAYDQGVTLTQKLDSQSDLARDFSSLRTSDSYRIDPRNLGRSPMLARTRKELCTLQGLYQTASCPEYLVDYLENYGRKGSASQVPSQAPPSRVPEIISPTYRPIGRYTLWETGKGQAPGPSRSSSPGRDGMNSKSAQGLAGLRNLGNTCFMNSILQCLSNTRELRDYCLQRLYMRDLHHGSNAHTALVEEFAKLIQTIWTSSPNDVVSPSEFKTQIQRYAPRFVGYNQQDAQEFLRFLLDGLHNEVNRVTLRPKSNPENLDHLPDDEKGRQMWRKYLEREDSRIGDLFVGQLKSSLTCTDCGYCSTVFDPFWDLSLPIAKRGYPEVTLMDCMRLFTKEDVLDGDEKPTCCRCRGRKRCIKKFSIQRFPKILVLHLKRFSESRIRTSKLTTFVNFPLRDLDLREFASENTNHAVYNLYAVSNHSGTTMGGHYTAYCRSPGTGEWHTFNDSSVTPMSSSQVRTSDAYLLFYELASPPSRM
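USP2 core (10nM final) preincubated 30min RT with compound in 20mM Tris-HCl pH 8.0, 2mM CaCl2, 2mM beta-mercaptoethanol, 0.05% CHAPS; 25nM Ub-CHOP2 plus 25nM reporter substrate added, fluorescence (Ex485/Em531) read after 60min.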
Giardia kill – kills Giardia lamblia | 0.15% of 340,000 active | activity change, % at 7.66 µM, hits read low | Giardia lamblia trophozoite viability | AID 540267; in the data active = activity change below about -80%; inconclusive = between about -30% and that limit;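 also: parasites exposed to compound for two days anaerobically before the ATP read; % is scaled to controls: 0 for no effect and ±100 for the full control effect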
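Compounds were tested on trophozoites seeded at 100 cells/well and held 48 hrs at 37 deg C anaerobically. An ATP-based luminescent kit measured the remaining live cells.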
B2AR arrestin – recruits beta-arrestin to the human beta2-adrenergic receptor; 0.02% of 330,000 active; P07550; Potency, µM (series often up to 46.1 µM), without a hit: at the top dose activation, usual class: activators; AID 492947; beta-arrestin recruitment to beta2AR, cell-based reporter;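 also: potency is read from the fitted curve at half-maximal effect; 0% = DMSO controls and full agonism = EC100 isoproterenol or metaproterenol; nearly all actives have a fitted effect of over 65% in size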
CXXC DNA block – inhibitors of human MLL CXXC domain-DNA interaction; Q03164; Potency, µM (doses to about 115 µM), for inactives: at the highest dose activity change, negative = inhibition, hits mostly inhibitors; MLL-CXXC / FITC-HOXA9 DNA fluorescence polarization; 0.037% of 290,000 active; active = well fitted inhibition curve with a large enough effect in the polarisation, with a control signal flat, not every such curve was filed as active; inconclusive = small, poorly fitted or top-dose-only effect, or effect the other way, or a change in a side signal; inactive = no such curve, though single readings can be large or run the other way; the % refers to the polarisation; also: potency is read from the fitted curve at half-maximal effect
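Fluorescence polarization: 7 uM MLL-CXXC (stock) preincubated 5 min with compounds, then 50 nM fluorescein-HOX-A9 DNA (stock) added; 30 min ambient. Buffer 50 mM Tris-HCl pH 7.5, 50 mM NaCl, 1 mM DTT, 0.05% BSA.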
KCNH2 3.1 inh – KCNH2 3.1 (human) potassium channel inhibition; U2OS KCNH2 3.1, thallium flux FluxOr; hits give low values; activity change, % (tested at about 1.8 µM); 0.95% of 340,000 active; AID 720553;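 active = maximum activity change below -70%; inconclusive = maximum activity change from -70% to -50%; inactive = maximum activity change above -50%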;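 also: thallium influx rate constant from kinetic fluorescence after stimulation buffer; % is scaled to controls: 0 for no effect and ±100 for the full control effect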
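Thallium flux read-out: FluxOr dye with Red40 quencher in HBSS/HEPES, 45 min at RT. Rate constants from kinetic reads were normalized to positive and negative DMSO controls. Cells: U2OS virally expressing the 3.1 isoform.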
FBPA coupling cs – counter-screen for Giardia aldolase inhibitors: coupling enzyme system; coupling enzyme system counterscreen, AmpLite Red fluorescence; activity change, negative = inhibition, % at 58.2 µM, hits read low; 0.67% of 290,000 active; in the data active = activity change below about -30%; also: % is scaled to controls: 0 for no effect and ±100 for the full control effect
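Compounds tested against the coupling enzymes alone at 57.5 uM final; readout was AmpLite Red fluorescence (525/598 nm) after 20 min at RT.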
GALK inh – galactokinase (human) inhibition; P51570; Purified GALK, Kinase-Glo residual ATP luminescence; Potency, µM (highest dose often 57.5 µM), for inactives: at the highest dose activity change, negative = inhibition, most hits filed as inhibitors; 0.007% of 270,000 active; AID 1868; also: potency is read from the fitted curve at half-maximal effect; % is scaled to controls: 0 for no effect and ±100 for the full control effect
Target sequence (P51570 whole entry, looked up): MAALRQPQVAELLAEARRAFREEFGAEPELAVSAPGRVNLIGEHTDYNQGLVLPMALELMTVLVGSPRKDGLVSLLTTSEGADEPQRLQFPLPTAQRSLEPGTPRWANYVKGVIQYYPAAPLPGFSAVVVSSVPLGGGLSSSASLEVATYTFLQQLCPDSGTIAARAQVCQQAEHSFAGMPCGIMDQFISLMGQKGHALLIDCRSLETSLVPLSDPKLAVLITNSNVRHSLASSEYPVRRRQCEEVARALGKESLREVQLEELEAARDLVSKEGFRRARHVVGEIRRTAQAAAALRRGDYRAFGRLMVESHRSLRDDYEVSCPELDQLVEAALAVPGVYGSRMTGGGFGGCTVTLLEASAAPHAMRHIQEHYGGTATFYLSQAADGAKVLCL
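GALK at 5 nM final was combined with compound, 35 uM ATP and 100 uM galactose in HEPES pH8.0 with MgCl2 and DTT. The reaction ran one hour at room temperature before luminescent ATP detection.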
TRPV1 ag – activates the human vanilloid receptor TRPV1; AID 540275; activation, % at 8.33 µM; TRPV1-expressing cells, Fluo-8 calcium influx, agonist mode; Q8NER1; 0.19% of 320,000 active; in the data active = activation above about 80%; inconclusive = between about 30% and that limit; also: 0% is about no effect
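Fluo-8 calcium influx in TRPV1-expressing cells, kinetic read (ex 480/em 520 nm). Compound added and read 3 min for agonist activity, followed by capsaicin at EC20 final and 2 min further read for enhancement.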
Menin-MLL TR inh – inhibitors of human menin-MLL interaction, mutant MLL peptide. Menin + Texas Red MLL mutant peptide, fluorescence polarization. Potency, µM (doses to about 61.6 µM), for the others: at the top dose FP activity change, negative = inhibition, actives largely listed as inhibitors. 0.23% of 270,000 active. AID 1768; active = well fitted inhibition curve with a large enough effect in the polarisation, with a control signal flat, not every such curve was filed as active; inconclusive = small, poorly fitted or top-dose-only effect, or effect the other way, or a change in a side signal; inactive = no such curve, though single readings can be large or run the other way; the % refers to the polarisation; also: potency is read from the fitted curve at half-maximal effect; % of control where 0% means no effect; many of its hits are not listed in these tables
hERG WT inh – inhibitors of human wildtype KCNH2 potassium channel | 0.37% of 340,000 active | activity change, % at 1.84 µM | U2OS, BacMam KCNH2, thallium flux FluxOr; hits give low values | Q12809;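 active = maximum activity change below -70%; inconclusive = maximum activity change between -70% and -50%; inactive = maximum activity change above -50%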; also: % is scaled to controls: 0 for no effect and ±100 for the full control effect
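U2OS cells were transduced with wild-type KCNH2 virus (2.03 x 10^8 / mL) for 4 h at room temperature, then cultured overnight at 37 C. Thallium flux was read with FluxOr dye. Rate constants were normalized to DMSO controls.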
PKM2 act – activators of human pyruvate kinase M2; P14618; purified PKM2, Kinase-Glo ATP luminescence, activation; response scale: 0% is enzyme alone, no compound; Potency, µM (doses to about 57.5 µM), for the others: at the highest dose activation, hits mostly activators; 0.34% of 260,000 active; also: potency is read from the fitted curve at half-maximal effect; % is scaled to controls: 0 for no effect and ±100 for the full control effect; nearly all actives have a fitted effect of over 55% in size
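Purified hPK-M2 (>95% pure) converted ADP (0.1 mM final) to ATP with 0.5 mM PEP in 50 mM imidazole pH7.2, KCl, MgCl2, Tween 20, BSA; 1 h at room temperature. ATP detected by Kinase-Glo luminescence.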
Starred values were filed as active, the others as inactive; i = inactive; ? = inconclusive; . = no result given; [ ] = remark or other dose. Unless noted, calls follow the shape of the dose curve; as a rule, active = well fitted curve in the direction sought with a large enough effect; inconclusive = small, poorly fitted or top-dose-only effect, or another doubt; inactive = no such curve, though single readings can be large; an effect the other way counts as inactive or inconclusive. Not all compounds are listed. The share of hits here may be higher or lower than overall.

SMILES	USP2a inh	Giardia kill	B2AR arrestin	CXXC DNA block	KCNH2 3.1 inh	FBPA coupling cs	GALK inh	TRPV1 ag	Menin-MLL TR inh	hERG WT inh	PKM2 act
CCOCCCNC(=O)CCSc1ccc(C)cc1	-4%	-12	-0.7%	4%	-8	3	1%	2	4%	1	4%
CCc1ccc(NC(=O)COc2ccc(F)cc2C(=O)c2cnn(-c3ccccc3)c2)cc1	3%	19	0.3%	-4%	0	-1	-2%	1	-1%	-4	9%
CCOCCOC(=O)c1ccc(-n2cnc(C)n2)nc1	-2%	14	0.2%	7%	-1	-4	0%	4	9%	-7	27%
O=C(O)Cc1ccc(NC(=O)c2cccs2)cc1	5%	3	3.1%	0%	1	4	3%	4	34%[activator]	1	-11%
CC(=O)c1cc(C(=O)Nc2ccc(C(=O)O)cc2)oc1C	0%	-10	-0.1%	-2%	35	1	0%	-1	1%	-20	2%
CN(C(=O)c1ccccc1C(=O)OCC(=O)c1ccc(F)cc1)c1ccccc1	-1%	-17	0.4%	.	-2	.	.	7	.	-10	.
CCN1CC(CN(C)Cc2nc(-c3ccc(C(F)(F)F)cc3)no2)CC1=O (stereo not given)	-3%	-8	0.5%	3%	4	1	11%	9	-5%	8	-3%
Cc1ccc(S(=O)(=O)N2CCN(c3ccccn3)CC2)cc1	2%	1	-0.5%	-21%	10	2	.	6	.	2	-1%
COc1ccc(NS(=O)(=O)c2cccc(C(=O)N/N=C/c3cccs3)c2)cc1	0%	5	-2.6%	-6%	-16	4	1%	-4	-7%	-20	6%
O=C(Nc1cccc(S(=O)(=O)N2CCOCC2)c1)c1c2c(nc3ccccc13)CCC2	-14%	-18	-0.3%	23%	11	-2	0%	9	?	-11	-5%
CNc1nc(C)c(C#N)cc1C(C)=O	-1%	6	0.5%	4%	-7	-2	-1%	1	-16%	8	2%
CCOC(=O)c1c(C)[nH]c(C)c1S(=O)(=O)N1CCOCC1	0%	-14	0.3%	-2%	8	-3	-2%	4	8%	.	.
Cc1ccn2c(=O)c(NC(=O)c3cccc4ccccc34)c(C)nc2c1	1%	-8	0.3%	.	5	.	.	-4	.	1	.
CC(=O)c1cccc(N(CC(=O)NCCc2ccccc2)C(=O)c2csnn2)c1	0%	-9	-0.6%	-1%	0	0	17%	-1	-4%	6	0%
CC(OC(=O)c1ccc(O)cc1)C(=O)Nc1cc(C(F)(F)F)ccc1Cl (stereo not given)	-2%	-9	-0.4%	1%	-13	-4	3%	3	.	-3	1%
C/C(=N\Nc1ccc(S(=O)(=O)N2CCCCC2)cn1)c1cccc(Br)c1	3%	3	-0.3%	.	-30	.	.	?	.	-21	.
Cc1nnc(NCc2ccccc2)c2ccccc12	-1%	14	0.0%	8%	0	-3	-8%	6	?	0	5%
CN(Cc1nc(-c2ccccn2)no1)S(=O)(=O)c1ccc(Cl)cc1	1%	-21	-0.3%	4%	14	1	-1%	-9	40%[activator]	6	0%
CC(=O)N(c1cccc(C)c1)C1SC(=O)N(c2ccccc2)C1=O (stereo not given)	2%	12	-0.1%	24%	-4	1	1%	0	-13%	3	0.4µM*
NC(=O)CC(NC(=O)Cc1ccc(Br)cc1)c1ccc(NC2CCCC2)c([N+](=O)[O-])c1 (stereo not given)	0%	16	-0.2%	0%	-16	-1	3%	1	.	-4	-1%
CCOC(=O)C1=C(C)N(CC)C(=S)NC1c1ccc(Cl)cc1 (stereo not given)	-4%	13	-0.1%	1%	2	2	3%	18	-18%	7	3%
COc1cc(OC)cc(OC(=O)C2CCN(S(=O)(=O)c3ccc(OC)c(OC)c3)CC2)c1	1%	-25	-0.2%	.	-4	.	.	2	.	-4	.
COc1ccc(NC(=O)c2cccc(S(=O)(=O)N3CCOCC3)c2)cc1	1%	-19	-0.2%	-2%	6	0	2%	?	.	6	.
CCCC[n+]1c(-c2ccc(Cl)cc2Cl)csc1Nc1ccccc1	6%	-7	-1.0%	-2%	-15	3	1%	1	?	13	2%
Cc1cc(C)c2cc(CN(Cc3ccco3)C(=S)NCC3CCCO3)c(=O)[nH]c2c1 (stereo not given)	-4%	7	-0.1%	0%	1	-11	3%	?	-4%	12	14%
Later entries:
SMILES	USP2a inh	Giardia kill	B2AR arrestin	CXXC DNA block	KCNH2 3.1 inh	FBPA coupling cs	GALK inh	TRPV1 ag	Menin-MLL TR inh	hERG WT inh	PKM2 act
COC(=O)c1ccc(N2CCN(C)CC2)c(NC(=O)c2ccc(Br)o2)c1	-2%	-27	-0.5%	5%	4	.	-4%	19	.	0	2%
Nn1c(SCc2ccccc2)nnc1-c1ccco1	-1%	-5	0.2%	-2%	-5	2	0%	2	12%	-5	-1%
O=C(CSCc1ccc([N+](=O)[O-])cc1)NC1CCCCCC1	3%	13	-0.2%	0%	-7	-4	0%	?	1%	i	7%
COc1ccc(CNC(=O)[C@H](CCSC)NC(=O)N2CCn3c2nc2ccccc23)cc1	-1%	-12	0.1%	3%	-14	1	14%	2	-6%	15	13%
CC(=O)c1cccc(NC(=O)Cn2c(=O)oc3cc(S(=O)(=O)N4CCCC4)ccc32)c1	2%	0	-1.1%	23%	14	0	5%	2	.	7	0%
COc1ccccc1[N+](=O)[O-]	0%	-5	0.1%	.	5	.	.	1	.	-3	.
COc1ccccc1Nc1nc(-c2c(C)[nH]c3ccccc23)cs1	1%	?	-0.1%	-4%	-3	-1	1%	-2	?	-1	-2%
COc1cc(OC)cc(-n2nnnc2SCC(=O)Nc2ccc(C(C)=O)cc2)c1	0%	-7	0.2%	9%	-20	0	1%	-6	4%	-3	2%
COc1ccc(NC(=O)Cn2nc(Cc3cccnc3)c3ccccc3c2=O)cc1OC	1%	-13	0.0%	-3%	-6	3	-2%	-6	1%	4	2%
CC(=O)NC1C(Oc2cccc(C)c2)OC2COC(c3ccco3)OC2C1O (stereo not given)	1%	-1	-1.3%	-10%	-5	1	-2%	-2	-19%	5	0%
Cc1ccc(CS(=O)Cc2ccc(C(=O)NCc3ccc(OC(C)C)cc3)o2)cc1 (stereo not given)	-4%	-6	-0.5%	-2%	8	7	5%	1	-13%	0	.
Fc1ccccc1N1CCN(c2ncnc3nc[nH]c23)CC1	2%	-5	0.3%	-1%	-6	1	0%	7	.	6	-3%
CCc1cccc(C)c1NC(=O)C(c1ccc(O)cc1)N1CCC1=O (stereo not given)	2%	-14	-0.2%	-10%	4	-2	-6%	-2	3%	-7	-6%
CC(=O)NC(=S)NNC(=O)C(c1ccccc1)c1ccccc1	0%	-6	0.1%	2%	-24	-2	1%	1	8%	-16	.
CC1CN(C(=O)c2ccccc2OCc2ccccc2Cl)CC(C)O1 (stereo not given)	3%	2	-0.7%	.	6	.	.	24	.	-7	.
COc1ccc(-n2c(SCC(=O)NC3CC3)nc3ccccc3c2=O)cc1OC	1%	-11	0.9%	.	-3	.	.	-6	.	0	.

Fetched by structure from the list above, 4 records:
SMILES	USP2a inh	Giardia kill	B2AR arrestin	CXXC DNA block	KCNH2 3.1 inh	FBPA coupling cs	GALK inh	TRPV1 ag	Menin-MLL TR inh	hERG WT inh	PKM2 act
COc1ccccc1[N+](=O)[O-]	0%	-5	0.1%	.	5	.	.	1	.	-3	.
COc1ccc(CNC(=O)[C@H](CCSC)NC(=O)N2CCn3c2nc2ccccc23)cc1	-1%	-12	0.1%	3%	-14	1	14%	2	-6%	15	13%
CC(=O)NC1C(Oc2cccc(C)c2)OC2COC(c3ccco3)OC2C1O (stereo not given)	1%	-1	-1.3%	-10%	-5	1	-2%	-2	-19%	5	0%
COc1ccccc1Nc1nc(-c2c(C)[nH]c3ccccc23)cs1	1%	?	-0.1%	-4%	-3	-1	1%	-2	?	-1	-2%

Filtered by structure: those above with a nitro group on carbon
SMILES	USP2a inh	Giardia kill	B2AR arrestin	CXXC DNA block	KCNH2 3.1 inh	FBPA coupling cs	GALK inh	TRPV1 ag	Menin-MLL TR inh	hERG WT inh	PKM2 act
NC(=O)CC(NC(=O)Cc1ccc(Br)cc1)c1ccc(NC2CCCC2)c([N+](=O)[O-])c1 (stereo not given)	0%	16	-0.2%	0%	-16	-1	3%	1	.	-4	-1%
O=C(CSCc1ccc([N+](=O)[O-])cc1)NC1CCCCCC1	3%	13	-0.2%	0%	-7	-4	0%	?	1%	i	7%
COc1ccccc1[N+](=O)[O-]	0%	-5	0.1%	.	5	.	.	1	.	-3	.

Assay outcomes as filed in PubChem BioAssay.
